CHRM5 antagonist – CHRM5 antagonism in calcium assay | P08912 | CHO-hM5 cells, Fluo-8 calcium fluorescence, ACh EC80 | inhibition, % at 3 µM | hit rate 0.59% among 360,000;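 active means inhibition above a per-plate cutoff, the mean of that plate's test compounds plus 3 SD, cut at about 27% in these data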;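 further: 0% = acetylcholine EC80 with DMSO and 100% = DMSO without agonist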
Target sequence (P08912 whole entry, looked up): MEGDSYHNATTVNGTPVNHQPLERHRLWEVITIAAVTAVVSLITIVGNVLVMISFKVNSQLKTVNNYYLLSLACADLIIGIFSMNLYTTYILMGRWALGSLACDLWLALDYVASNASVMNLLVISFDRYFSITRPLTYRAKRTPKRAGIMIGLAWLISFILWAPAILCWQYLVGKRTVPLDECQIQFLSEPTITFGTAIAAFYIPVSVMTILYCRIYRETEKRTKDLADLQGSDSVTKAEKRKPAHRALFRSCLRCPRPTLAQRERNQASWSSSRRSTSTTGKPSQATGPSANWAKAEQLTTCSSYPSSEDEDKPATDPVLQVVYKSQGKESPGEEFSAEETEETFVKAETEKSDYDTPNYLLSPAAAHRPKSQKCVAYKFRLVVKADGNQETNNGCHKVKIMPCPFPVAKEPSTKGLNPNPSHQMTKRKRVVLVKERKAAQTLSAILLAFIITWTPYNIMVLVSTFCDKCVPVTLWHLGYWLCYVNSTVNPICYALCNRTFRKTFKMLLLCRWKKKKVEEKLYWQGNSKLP
CHO-K1 Ca ag – nonselective activator or artifact in parental CHO-K1 cells; Fluo-8 calcium fluorescence; scaled to maximal ATP response, vehicle zero; activation, % at 3 µM; hit rate 0.48% among 360,000; AID 602248; in the data active means activation above about 15%;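 further: untransfected CHO-K1 host cells lacking M1 receptor as counterscreen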
M5 ag – agonists of human muscarinic M5 receptor (CHRM5); P08912; CHO-K1 hM5 cells, Fluo-8 calcium fluorescence; 0% DMSO wells, 100% maximal acetylcholine response; activation, % at 3 µM; hit rate 0.19% among 360,000;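 active means activation above the run's mean over test compounds plus 3 SD, cut at about 23% in these data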;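 further: signal is peak over basal fluorescence ratio across the kinetic read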
M4 antag – blocks acetylcholine activation of human M4 receptor; inhibition, % at 3 µM; hit rate 0.73% among 360,000; AID 624125; CHO-hM4 cells, ACh EC80, Fluo-8 calcium fluorescence; P08173;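 active means inhibition above its plate's cutoff, the mean inhibition of sample wells plus 3 SD, cut at about 27% in these data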;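 further: 0% = acetylcholine EC80 with DMSO and 100% = DMSO without agonist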
Target sequence (P08173 whole entry, looked up): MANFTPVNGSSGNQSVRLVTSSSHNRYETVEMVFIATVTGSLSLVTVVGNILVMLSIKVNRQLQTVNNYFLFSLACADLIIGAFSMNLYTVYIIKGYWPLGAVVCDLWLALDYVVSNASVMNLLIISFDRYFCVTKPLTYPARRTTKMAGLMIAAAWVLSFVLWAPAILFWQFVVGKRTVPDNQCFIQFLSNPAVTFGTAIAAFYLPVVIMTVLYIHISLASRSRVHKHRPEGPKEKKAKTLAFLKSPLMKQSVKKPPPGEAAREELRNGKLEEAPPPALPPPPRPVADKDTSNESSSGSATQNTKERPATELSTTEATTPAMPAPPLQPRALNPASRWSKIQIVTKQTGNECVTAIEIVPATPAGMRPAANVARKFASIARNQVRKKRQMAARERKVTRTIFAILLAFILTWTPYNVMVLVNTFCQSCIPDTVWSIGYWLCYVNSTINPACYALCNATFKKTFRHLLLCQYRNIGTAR
CHRM5 PAM – positive allosteric modulators of human muscarinic M5 receptor; hit rate 0.3% among 360,000; AID 624038; P08912; activation, % at 3 µM; CHO-K1 hM5, Fluo-8 calcium, ACh EC20 PAM; 0% = ACh EC20, 100% = ACh EC100;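 active means activation above the run cutoff, the mean activation of all test compounds plus 3 SD, cut at about 18% in these data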
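Measured by: Fluo-8 calcium fluorescence; material: human M5 receptor in CHO-K1 cells; schedule: Post-acetylcholine fluorescence recording 140 s; benchmarks: low control EC20 acetylcholine (0%), high control EC100 acetylcholine (100%); read-out: Max/basal fluorescence ratio as % of EC20–EC100 ACh window; compound: single dose, 3 µM nominal final test concentration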
M1 PAM parental – nonselective activator or artifact in parental CHO-K1 calcium assay. activation, % at 3 µM. hit rate 0.02% among 360,000. ATP EC20, Fluo-8 calcium fluorescence; 0% at ATP EC20, 100% at ATP max. AID 602247;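 active means activation above the run cutoff, the mean activation of all test compounds plus 3 SD, cut at about 40% in these data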;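 further: peak over basal fluorescence ratio in a 140 s read after ATP addition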
M4 ag – CHRM4 agonism in calcium assay | hit rate 0.14% among 360,000 | AID 624127 | CHO-K1 hM4/Gqi5, Fluo-8 calcium fluorescence; vehicle 0%, full acetylcholine response 100% | P08173 | activation, % at 3 µM;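 active means activation above the run mean over all test wells plus 3 SD, cut at about 32% in these data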;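 further: peak over basal fluorescence ratio per well then scaled between controls; 0% = DMSO wells and 100% = acetylcholine at EC100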
CHO-K1 Ca antag – nonselective inhibitor or artifact in parental CHO-K1 cells | ATP-induced calcium, Fluo-8 fluorescence | AID 602250 | hit rate 0.6% among 360,000 | inhibition, % at 3 µM;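 active means inhibition above a per-plate cutoff, the plate's mean sample inhibition plus 3 SD, cut at about 24% in these data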;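 further: 0% = DMSO plus EC80 ATP and 100% = DMSO alone without ATP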
M4 PAM – positive allosteric modulators of human muscarinic M4 receptor | P08173 | CHO-K1 hM4/Gqi5, Fluo-8 calcium fluorescence, ACh EC20; 0% = ACh EC20, 100% = maximal ACh | activation, % at 3 µM | hit rate 0.4% among 360,000 | AID 624126;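 active means activation above its plate's cutoff, the mean activation of sample wells plus 3 SD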; further: some results filed as inactive read as strong as hits
The depositor's hits bear a star.

How did COc1ccc(-c2csc(C)n2)cc1OC do in these assays?
CHRM5 antagonist: 5; CHO-K1 Ca ag: 0.8; M5 ag: -1; M4 antag: 7; CHRM5 PAM: 0; M1 PAM parental: 14; M4 ag: -1; CHO-K1 Ca antag: -1; M4 PAM: -3

How did CCN1CCN(C(CC(C)C)c2nnnn2CS(=O)(=O)c2ccc(C)cc2)CC1 (stereo unspecified) do in these assays?
CHRM5 antagonist: -5; CHO-K1 Ca ag: -0.1; M5 ag: -6; M4 antag: -5; CHRM5 PAM: 5; M1 PAM parental: 10; M4 ag: 3; CHO-K1 Ca antag: 8; M4 PAM: 9

What do the screens show for `COc1ccc2[nH]c(=O)c(CN(C(=O)c3cccnc3)c3ccc(C)c(C)c3)cc2c1`?
CHRM5 antagonist: 12; CHO-K1 Ca ag: 4.0; M5 ag: 1; M4 antag: 12; CHRM5 PAM: -21; M1 PAM parental: -7; M4 ag: 8; CHO-K1 Ca antag: -11; M4 PAM: -29

Results for CC(C)c1ccc(N=Cc2c(O)c3ccccc3oc2=O)cc1 ?
CHRM5 antagonist: -13; CHO-K1 Ca ag: 0.4; M5 ag: -3; M4 antag: -6; CHRM5 PAM: -6; M1 PAM parental: 20; M4 ag: 2; CHO-K1 Ca antag: -8; M4 PAM: -3

What do the screens show for `COc1cccc(-c2nc(CS(=O)(=O)CC(=O)NC3CCCc4ccccc43)c(C)o2)c1` (stereo unspecified)?
CHRM5 antagonist: -3; CHO-K1 Ca ag: -0.2; M5 ag: 0; M4 antag: -14; CHRM5 PAM: -1; M1 PAM parental: -1; M4 ag: 1; CHO-K1 Ca antag: 4; M4 PAM: 1

Results for COC(=O)c1ccccc1OCCN1CCCCCC1 ?
CHRM5 antagonist: -8; CHO-K1 Ca ag: -0.2; M5 ag: -9; M4 antag: -9; CHRM5 PAM: -2; M1 PAM parental: -9; M4 ag: 1; CHO-K1 Ca antag: 7; M4 PAM: -5

Results for CN(C)/N=C/c1cn(-c2ccccc2)nc1-c1cccnc1 ?
CHRM5 antagonist: 7; CHO-K1 Ca ag: 0.5; M5 ag: 3; M4 antag: 3; CHRM5 PAM: -4; M1 PAM parental: -7; M4 ag: 3; CHO-K1 Ca antag: -7; M4 PAM: -7

Results for Oc1cccc(NC(=S)Nc2cccnc2)c1 ?
CHRM5 antagonist: -8; CHO-K1 Ca ag: -0.2; M5 ag: -2; M4 antag: -10; CHRM5 PAM: 0; M1 PAM parental: 5; M4 ag: 1; CHO-K1 Ca antag: -1; M4 PAM: 3

How did CCSc1cnc(-c2ccccc2)n1CC do in these assays?
CHRM5 antagonist: -3; CHO-K1 Ca ag: 0.5; M5 ag: -3; M4 antag: 11; CHRM5 PAM: 4; M1 PAM parental: -11; M4 ag: 0; CHO-K1 Ca antag: -13; M4 PAM: -6

How did CN(C)c1ccc(C(=O)OCC(=O)N2CCOCC2)cc1 do in these assays?
CHRM5 antagonist: 7; CHO-K1 Ca ag: 0.1; M5 ag: 0; M4 antag: -3; CHRM5 PAM: 8; M1 PAM parental: 10; M4 ag: 0; CHO-K1 Ca antag: -11; M4 PAM: 0

What do the screens show for `O=C(Nc1ccc(F)cc1)OCCOc1ccc([N+](=O)[O-])cc1`?
CHRM5 antagonist: 11; CHO-K1 Ca ag: 2.2; M5 ag: 0; M4 antag: 7; CHRM5 PAM: -15; M1 PAM parental: -3; M4 ag: 2; CHO-K1 Ca antag: -14; M4 PAM: -12

What do the screens show for `CC1(C)C2CCC1(C)C(OC(=O)CSc1nc(N)cc(=O)[nH]1)C2` (stereo unspecified)?
CHRM5 antagonist: 8; CHO-K1 Ca ag: 1.2; M5 ag: 1; M4 antag: 8; CHRM5 PAM: -1; M1 PAM parental: 13; M4 ag: 0; CHO-K1 Ca antag: -15; M4 PAM: -2

How did CC1(C)Cc2c(cnn2-c2ccc(F)cc2)C(NC(=O)c2ccoc2)C1 (stereo unspecified) do in these assays?
CHRM5 antagonist: 8; CHO-K1 Ca ag: -0.4; M5 ag: -3; M4 antag: -5; CHRM5 PAM: -1; M1 PAM parental: 9; M4 ag: 2; CHO-K1 Ca antag: -12; M4 PAM: 4

How did O=C(N/N=C/C1CCCCC1)c1ccccn1 do in these assays?
CHRM5 antagonist: -7; CHO-K1 Ca ag: 0.6; M5 ag: 0; M4 antag: 5; CHRM5 PAM: 1; M1 PAM parental: 10; M4 ag: 1; CHO-K1 Ca antag: -12; M4 PAM: 1

How did Cc1cccc(C)c1OCC(O)CN1CCN(c2ccccn2)CC1 (stereo unspecified) do in these assays?
CHRM5 antagonist: 17; CHO-K1 Ca ag: -0.1; M5 ag: -2; M4 antag: 1; CHRM5 PAM: -5; M1 PAM parental: -1; M4 ag: 0; CHO-K1 Ca antag: 3; M4 PAM: 2

Results for Cc1nn(C)c(C)c1CNC(=O)c1nn2c(c1Cl)NC(c1cccs1)CC2C(F)(F)F (stereo unspecified) ?
CHRM5 antagonist: 7; CHO-K1 Ca ag: -0.1; M5 ag: -1; M4 antag: 6; CHRM5 PAM: -6; M1 PAM parental: -7; M4 ag: 0; CHO-K1 Ca antag: -2; M4 PAM: -3

What do the screens show for `CCN(CCO)C(=O)C12CCC(C)(C(=O)C1)C2(C)C` (stereo unspecified)?
CHRM5 antagonist: 2; CHO-K1 Ca ag: 0.7; M5 ag: -4; M4 antag: 5; CHRM5 PAM: 2; M1 PAM parental: 21; M4 ag: 0; CHO-K1 Ca antag: -10; M4 PAM: 2

What do the screens show for `Nc1ccc(C(=O)n2c3ccccc3c3ccccc32)cc1`?
CHRM5 antagonist: 2; CHO-K1 Ca ag: 0.2; M5 ag: 2; M4 antag: 2; CHRM5 PAM: 1; M1 PAM parental: 4; M4 ag: 1; CHO-K1 Ca antag: -9; M4 PAM: -3

Results for Cc1ccccc1N=Nc1c(N)n[nH]c1N ?
CHRM5 antagonist: -9; CHO-K1 Ca ag: 0.8; M5 ag: 3; M4 antag: -2; CHRM5 PAM: 2; M1 PAM parental: 1; M4 ag: 2; CHO-K1 Ca antag: -9; M4 PAM: 3

Results for COc1ccc(CCNc2ccncn2)cc1 ?
CHRM5 antagonist: 6; CHO-K1 Ca ag: 4.0; M5 ag: 3; M4 antag: 1; CHRM5 PAM: -9; M1 PAM parental: 12; M4 ag: 7; CHO-K1 Ca antag: -7; M4 PAM: 6

Results for CCSc1nnc(NC(=O)CSc2nc3c(c(=O)n2CCOC)SC(C)C3)s1 (stereo unspecified) ?
CHRM5 antagonist: 2; CHO-K1 Ca ag: -0.2; M5 ag: 0; M4 antag: 32*; CHRM5 PAM: -8; M1 PAM parental: 20; M4 ag: 0; CHO-K1 Ca antag: -7; M4 PAM: -12

What do the screens show for `O=C(NCc1nc2ccccc2[nH]1)C1=C[C@H](c2ccc(C(F)(F)F)cc2)C[C@H](OCc2ccc(CO)cc2)O1`?
CHRM5 antagonist: 8; CHO-K1 Ca ag: -0.3; M5 ag: -5; M4 antag: -18; CHRM5 PAM: -8; M1 PAM parental: 4; M4 ag: 3; CHO-K1 Ca antag: -3; M4 PAM: -2

Results for Cc1ccc(NC(=S)N(Cc2ccc(Br)cc2)Cc2ccc(C(=O)O)cc2)cc1C ?
CHRM5 antagonist: 3; CHO-K1 Ca ag: 0.7; M5 ag: 0; M4 antag: 4; CHRM5 PAM: 4; M1 PAM parental: 18; M4 ag: 0; CHO-K1 Ca antag: -15; M4 PAM: -7

How did COc1ccc(NS(=O)(=O)c2cccs2)c(OC)c1 do in these assays?
CHRM5 antagonist: 12; CHO-K1 Ca ag: 0.3; M5 ag: -5; M4 antag: -12; CHRM5 PAM: 5; M1 PAM parental: -1; M4 ag: 1; CHO-K1 Ca antag: -6; M4 PAM: -3

How did CC(=O)Nc1ccc(NC(=O)COc2cccc3ccccc23)cc1 do in these assays?
CHRM5 antagonist: 1; CHO-K1 Ca ag: 1.4; M5 ag: 2; M4 antag: -17; CHRM5 PAM: -4; M1 PAM parental: 15; M4 ag: 6; CHO-K1 Ca antag: -16; M4 PAM: 5

What do the screens show for `Cc1ccc(S(=O)(=O)NCc2ccc(C(=O)NCCc3ccc(S(N)(=O)=O)cc3)cc2)cc1`?
CHRM5 antagonist: -1; CHO-K1 Ca ag: 0.8; M5 ag: -3; M4 antag: -19; CHRM5 PAM: 2; M1 PAM parental: 6; M4 ag: 4; CHO-K1 Ca antag: -8; M4 PAM: 3

Results for O=C(N/N=C/c1cccc(Cl)c1)C1CCCC1 ?
CHRM5 antagonist: -14; CHO-K1 Ca ag: 0.5; M5 ag: -2; M4 antag: -2; CHRM5 PAM: 1; M1 PAM parental: 0; M4 ag: 1; CHO-K1 Ca antag: -18; M4 PAM: 2

Results for CCOc1cc(N2CCOCC2)c(OCC)cc1NC(=O)CN1CCSC1=O ?
CHRM5 antagonist: 12; CHO-K1 Ca ag: 0.3; M5 ag: -1; M4 antag: 9; CHRM5 PAM: -3; M1 PAM parental: -2; M4 ag: 0; CHO-K1 Ca antag: 0; M4 PAM: 1

Results for CCOC(=O)c1cc2c(=O)n3ccccc3nc2n(CCOC)c1=NC(=O)C(C)(C)C ?
CHRM5 antagonist: 12; CHO-K1 Ca ag: 0.0; M5 ag: 1; M4 antag: -11; CHRM5 PAM: -12; M1 PAM parental: 1; M4 ag: 1; CHO-K1 Ca antag: -13; M4 PAM: 4

Results for O=C(CSCc1nc2c(nnn2Cc2ccc(F)cc2)c(=O)[nH]1)Nc1cccc(C(F)(F)F)c1 ?
CHRM5 antagonist: -9; CHO-K1 Ca ag: 0.0; M5 ag: -4; M4 antag: -25; CHRM5 PAM: 7; M1 PAM parental: 9; M4 ag: 2; CHO-K1 Ca antag: -9; M4 PAM: -3

Results for O=[N+]([O-])c1cc(Cl)ccc1N1CCCCC1 ?
CHRM5 antagonist: -8; CHO-K1 Ca ag: 0.0; M5 ag: -3; M4 antag: -1; CHRM5 PAM: 3; M1 PAM parental: 6; M4 ag: 0; CHO-K1 Ca antag: -4; M4 PAM: -4

Results for COC(=O)c1cc(C(=O)OC)cc(N2C(=O)CC(Sc3nc(C)cc(C)n3)C2=O)c1 (stereo unspecified) ?
CHRM5 antagonist: -4; CHO-K1 Ca ag: 0.3; M5 ag: 1; M4 antag: -4; CHRM5 PAM: -3; M1 PAM parental: 6; M4 ag: 0; CHO-K1 Ca antag: -13; M4 PAM: -3

Looked up by structure from the entries so far, two records:
How did CC(=O)Nc1ccc(NC(=O)COc2cccc3ccccc23)cc1 do in these assays?
CHRM5 antagonist: 1; CHO-K1 Ca ag: 1.4; M5 ag: 2; M4 antag: -17; CHRM5 PAM: -4; M1 PAM parental: 15; M4 ag: 6; CHO-K1 Ca antag: -16; M4 PAM: 5

What do the screens show for `Cc1ccc(S(=O)(=O)NCc2ccc(C(=O)NCCc3ccc(S(N)(=O)=O)cc3)cc2)cc1`?
CHRM5 antagonist: -1; CHO-K1 Ca ag: 0.8; M5 ag: -3; M4 antag: -19; CHRM5 PAM: 2; M1 PAM parental: 6; M4 ag: 4; CHO-K1 Ca antag: -8; M4 PAM: 3

Compound activity as filed in PubChem.
